Assay outcomes deposited in PubChem BioAssay by National Center for Advancing Translational Sciences (NCATS).
BAZ2B block: blocks human BAZ2B | AlphaScreen BAZ2B-H3K14Ac peptide displacement | Potency, µM (series often up to 114 µM), inactives show at the top dose activity change, negative = inhibition, hits mostly inhibitors | 360,000 tested, 4.4% active; note: potency is the fitted concentration of half-maximal effect; % is set by controls: 0 for no effect and ±100 for the full control effect; nearly all actives have a fitted effect of over 60% in size
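BAZ2B (50 nM) with biotin-H3(5-23)K14Ac peptide (50 nM) in PBS pH 7.4, 0.01% Tween-20, preformed 30 min, then compound 30 min at room temperature; top concentration 110uM. AlphaScreen streptavidin donor/nickel chelate acceptor beads (10 ug/mL final), 20 min dark, signal read.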
RGS4 inhibitor: human RGS4 inhibition. P49798. Transcreener GDP fluorescence polarization, RGS4-accelerated GTP hydrolysis. Potency, µM (series often up to 114 µM), for inactives: at the top dose activity change, negative = inhibition, most hits filed as inhibitors. 390,000 tested, 0.039% active; note: potency is the fitted concentration of half-maximal effect; % is set by controls: 0 for no effect and ±100 for the full control effect; nearly all actives have a fitted effect of over 75% in size; some results filed as inactive show a strong effect at the top dose
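MLSMR compounds (23 nl, pin-transferred) preincubated 10 min at room temperature with a 500nM (2x) first reagent, then RGS4 at 900nM (2x) plus Transcreener GDP mix added; fluorescence polarization (620/688 nm) read before and after 90 min at 30 °C.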
PI4K2A block: inhibitors of human PI4K2A. purified PI4K2A, ADP-Glo luminescence, 1 h; hits give low values. activity change, negative = inhibition, % at 76.9 µM. 420,000 tested, 0.13% active; in the data active = activity change below about -50%; inconclusive = mostly about -30% to -49%;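 note: -100% = wells without enzyme as full effect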
Target sequence (Q9BTU6 whole entry, looked up): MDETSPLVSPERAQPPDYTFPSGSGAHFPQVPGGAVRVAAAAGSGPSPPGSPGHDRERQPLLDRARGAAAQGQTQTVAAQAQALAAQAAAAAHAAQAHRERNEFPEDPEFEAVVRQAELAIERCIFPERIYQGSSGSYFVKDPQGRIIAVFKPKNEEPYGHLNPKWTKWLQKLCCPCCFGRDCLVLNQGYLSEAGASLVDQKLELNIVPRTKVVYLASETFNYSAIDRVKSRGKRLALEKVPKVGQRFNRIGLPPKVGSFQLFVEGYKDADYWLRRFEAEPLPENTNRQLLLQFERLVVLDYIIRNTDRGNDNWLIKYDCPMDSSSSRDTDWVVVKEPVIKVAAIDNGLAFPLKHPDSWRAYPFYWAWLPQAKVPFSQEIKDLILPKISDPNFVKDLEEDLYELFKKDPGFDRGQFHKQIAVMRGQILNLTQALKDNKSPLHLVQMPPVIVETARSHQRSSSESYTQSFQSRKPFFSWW
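Compounds are screened against recombinant PI4K2A using PI as substrate and ATP, the latter dispensed at 300 microM. Reactions run one hour at ambient temperature before ADP-Glo detection; full inhibition defined by wells lacking enzyme.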
HP1b chromo inh: HP1-beta chromodomain-methylated histone interaction inhibition | P83916 | AlphaScreen HP1-beta / biotin-H3K9me3 peptide binding | Potency, µM (doses to about 114 µM), for inactives: at the highest dose activity change, negative = inhibition, hits mostly inhibitors | 390,000 tested, 0.56% active | AID 540317; note: potency is the fitted concentration of half-maximal effect; nearly all actives have a fitted effect of over 70% in size; inactives centre near 23
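HP1-beta protein (50 nM final) preincubated 30 min at room temperature with biotinylated H3(1-18)K9me3 peptide (50 nM) in PBS pH 7.4, 0.01% Tween-20, then compound added for 30 min. AlphaScreen streptavidin donor/nickel chelate acceptor beads (10 ug/mL final), 30 min dark, luminescence read.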
GLS inhibitor: inhibitors of human glutaminase (GLS). O94925. 410,000 tested, 0.21% active. Potency, µM (series often up to 45.5 µM), for inactives: top-dose activity change, negative = inhibition, most hits filed as inhibitors. AID 624170. GLS enzymatic activity, qHTS titration; note: potency is the fitted concentration of half-maximal effect; % is set by controls: 0 for no effect and ±100 for the full control effect
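Enzyme dispensed in phosphate buffer (45 mM, pH 8.2, 0.02% Tween-20), compounds pinned in, then 1 mM L-glutamine solution and the glutamate oxidase–HRP–Amplex Red mix added; fluorescence read immediately and again after 30 min at room temperature.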
JMJD2A Tudor inh: JMJD2A Tudor domain (human) inhibition; O75164; AlphaScreen JMJD2A-Tudor / H3K4me3 peptide binding; Potency, µM (doses to about 114 µM), inactives show at the top dose activity change, negative = inhibition, most hits filed as inhibitors; 390,000 tested, 4.4% active; AID 504339; note: potency is the fitted concentration of half-maximal effect; % is set by controls: 0 for no effect and ±100 for the full control effect; nearly all actives have a fitted effect of over 50% in size
12-LOX inh: blocks human arachidonate 12S-lipoxygenase; Potency, µM (top dose mostly 108 µM), for the others: at the highest dose activity change, negative = inhibition, actives largely listed as inhibitors; 580,000 tested, 1.1% active; P18054; AID 1671190; purified 12hLO, xylenol orange hydroperoxide absorbance; note: potency is the fitted concentration of half-maximal effect; % is set by controls: 0 for no effect and ±100 for the full control effect
Target sequence (P18054 whole entry, looked up): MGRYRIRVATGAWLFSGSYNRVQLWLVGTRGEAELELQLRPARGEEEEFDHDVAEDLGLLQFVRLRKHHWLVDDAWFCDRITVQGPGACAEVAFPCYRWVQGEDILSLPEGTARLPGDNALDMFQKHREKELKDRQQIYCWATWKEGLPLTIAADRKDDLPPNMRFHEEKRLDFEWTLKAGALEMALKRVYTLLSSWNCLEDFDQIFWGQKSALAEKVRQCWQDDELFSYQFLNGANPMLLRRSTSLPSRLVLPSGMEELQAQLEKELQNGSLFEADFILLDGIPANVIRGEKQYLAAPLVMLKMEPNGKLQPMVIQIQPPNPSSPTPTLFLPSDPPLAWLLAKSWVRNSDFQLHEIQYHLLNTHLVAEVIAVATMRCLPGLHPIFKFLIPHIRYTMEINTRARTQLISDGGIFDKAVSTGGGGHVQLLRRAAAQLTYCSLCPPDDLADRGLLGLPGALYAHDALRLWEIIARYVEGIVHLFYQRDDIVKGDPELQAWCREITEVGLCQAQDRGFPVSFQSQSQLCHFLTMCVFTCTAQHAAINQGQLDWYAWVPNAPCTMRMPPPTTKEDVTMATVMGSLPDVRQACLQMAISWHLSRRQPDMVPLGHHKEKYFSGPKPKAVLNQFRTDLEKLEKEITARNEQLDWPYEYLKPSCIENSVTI
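Hydroperoxide product was detected by ferrous iron/xylenol orange as the 573 to 405 nm absorbance ratio. Arachidonic acid at 40 uM (final) was turned over for 30 min at room temperature by 150 nM human 12hLO, pH 7.0 Hepes buffer, after 15 min compound preincubation.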
ERG Ets-DNA blk: ERG Ets/DNA interaction inhibition | P11308 | fluorescence polarization, His-ERG Ets domain / labelled DNA | Potency, µM (series often up to 76.9 µM), inactives show top-dose FP activity, negative = inhibition, hits mostly inhibitors | 370,000 tested, 0.028% active | AID 624246; active = well fitted inhibition curve with a large enough effect in the polarisation, with a control signal flat; inconclusive = small, poorly fitted or top-dose-only effect, or effect the other way, or a change in a side signal; inactive = no such curve, though single readings can be large or run the other way; the % refers to the polarisation;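 note: polarization taken with two DNA probes labelled with fluorescein and Texas red; potency is the fitted concentration of half-maximal effect; % of control where 0% means no effect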
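His-tagged ERG Ets domain (1 uM in the protein solution; 300mM KCl, 50mM Tris-HCl, 1mM EDTA, 1mM DTT, pH 7.5) received compound, then a probe mix of 5 nM fluorescein-DNA and 100nM Texas-615-DNA. Fluorescence polarization was read for both dyes.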
G9a inh: inhibitors of human histone lysine methyltransferase G9a; Potency, µM (titrated, usually from 102 µM), without a hit: top-dose activity, negative = inhibition, actives largely listed as inhibitors; G9a H3K9 monomethylation, AlphaScreen, 2 h; 350,000 tested, 8.8% active; Q96KQ7; note: potency is the fitted concentration of half-maximal effect; % is set by controls: 0 for no effect and ±100 for the full control effect; nearly all actives have a fitted effect of over 75% in size
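AlphaScreen read-out: biotin-H3K9 peptide (500 nM) methylation by 20 nM enzyme with 20 uM SAM, 2 h at room temperature after 15 min compound preincubation; anti-monomethyl H3K9 antibody plus donor/acceptor beads, 10 min dark.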
* hit, by the source's call; i = inactive; ? = inconclusive; . = no result given; & = joins results of further samples; [ ] = dose if it differs, or a comment. Unless noted, calls come from the whole dose curve; as a rule, active = well fitted curve in the direction sought with a large enough effect; inconclusive = small, poorly fitted or top-dose-only effect, or another doubt; inactive = no such curve, though single readings can be large; an effect the other way counts as inactive or inconclusive. These rows are one share of the data; count on the stated rates, not on these rows.

SMILES	BAZ2B block	RGS4 inhibitor	PI4K2A block	HP1b chromo inh	GLS inhibitor	JMJD2A Tudor inh	12-LOX inh	ERG Ets-DNA blk	G9a inh
CC1(C)Cc2c(cnn2-c2cccc(F)c2)C(NC(=O)c2cc[n+]([O-])cc2)C1 (stereo not drawn)	4%	8%	5	28%	6%	-16%	0%	-11%	.
CCOC(=O)Cc1nnc2c(Nc3ccc(C)cc3)nc3nonc3n12	-2%	-18%	-5	25%	-1%	-19%	1%	-7%	37%[12.7 µM]
NNC(=O)c1ccc(-c2cccc([N+](=O)[O-])c2)o1	.	5%	4	34%	21%	-21%	339%[activator]	-1%	-2%
CCc1ccc(CNC(=O)c2cnc3sc(N4CCCCCC4)nn3c2=O)cc1	-9%	10%	-2	13%	-2%	-10%	-15%	-12%	9%[59 µM]
S=C(NCc1cccs1)NCC1CCCO1 (stereo not drawn)	-37%	-33%	5	23%	-2%	-10%	-8%	-3%	-22%
O=C(Nc1ccc(Cl)cc1C(=O)N1CCCCC1)c1ccco1	-1%	-2%	-1	5%	1%	-6%	-5%	5%	0%
Cc1csc2ncnc(NNC(=O)c3ccc(Cl)cc3)c12	-1%	-21%	2	28%	-29%	-10%	-1%	-7%	.
Cc1ccccc1NC(=O)c1ccc([N+](=O)[O-])o1	-9%	1%	1	-2%	3%	-16%	-10%	-2%	?
CCCOc1ccc(C2C(C(=O)c3ccc(C)o3)=C(O)C(=O)N2Cc2ccco2)cc1 (stereo not drawn)	?	?	0	7%	-2%	-29%	?	3%	50µM*
CCOC(=O)c1ccc(CC(=O)c2ccc(O)cc2O)o1	-8%	-31%	-7	39%	22%	-13%	5%	1%	22µM*
O=c1[nH]c(/C=C\c2ccc(O)c(Cl)c2)nc(O)c1[N+](=O)[O-]	-22%	-27%	-7	19%	37%[activator]	-6%	?	3%	50µM*
Cc1ccc2oc(C(F)(F)C(F)F)cc(=O)c2c1	-2%	26%	-1	12%	-1%	-1%	-8%	5%	17%
COc1cccc(/C=N/NC(=O)C(=O)N2CCCC2)c1OC	8%	-8%	5	9%	19%	2%	3%	-15%	?
CCCCCOc1ccc(N2C(=O)C3C4C=CC(C3C2=O)N(C)C4=O)cc1 (stereo not drawn)	11%	14%	1	57%[activator]	-16%	-8%[57.1 µM]	20%	7%	11%[59 µM]
Cc1ccc(S(=O)(=O)Cc2cc(F)c([N+](=O)[O-])cc2[N+](=O)[O-])cc1	56µM*	-22%	15	19%	5%	-33%	.	6%	50µM*
Cc1ccc(-n2c(=O)c3oc4ccccc4c3n(Cc3cccc(F)c3)c2=O)cc1C	?	-9%	-3	28%	-10%	-15%	-25%	0%	-36%[59 µM]
C/C(=N\N=C(/N)SC1CC(=O)N(c2ccc(Br)cc2)C1=O)c1cccs1 (stereo not drawn)	-8%	24%	5	6%	1%	?	-19%	2%	?
CCCN1C(C(=O)c2ccccc2)=C(OC(=O)COc2ccccc2)c2ccccc2S1(=O)=O	-26%	-2%	0	-13%	12%	?	?	-4%	8.9µM*
COc1ccccc1NC(=O)COC(=O)c1ccccc1SCC(=O)N1CCCC1	-4%	28%	2	35%	-13%	0%	?	9%	-3%[59 µM]
CCc1ccccc1NC(=O)CSC1=C(C#N)C(c2ccc(O)c(OC)c2)C2=C(CCCC2=O)N1 (stereo not drawn)	-34%	-32%[11.4 µM]	1	-27%	?	-18%[11.4 µM]	-27%	5%	8.9µM*
Cc1cc(=O)[nH]c(SCC(=O)NC2CCCCC2)n1	16%	14%	2	16%	-12%	-8%	-12%	2%	-4%
COc1cc(NC(=S)NN2CCOCC2)cc(OC)c1	.	-8%	0	34%	-2%	-11%	-23%	-8%	.
CC(=O)NC12CC3CC(C1)CC(C(=O)N(C)CC(=O)Nc1ccccc1Cl)(C3)C2	8%	1%	4	24%	5%	-2%	-9%	6%	-2%
COc1ccc(NC(=O)Nc2cccnc2)cc1	-21%	-2%	3	34%	-8%	3%	-3%	20%	4%[59 µM]
Cc1nccc(-c2ccc3c(c2)OCO3)n1	-16%	-23%	1	39%[activator]	2%	3%	2%	-1%	-4%
Next part.
SMILES	BAZ2B block	RGS4 inhibitor	PI4K2A block	HP1b chromo inh	GLS inhibitor	JMJD2A Tudor inh	12-LOX inh	ERG Ets-DNA blk	G9a inh
CCc1ccccc1NC(=O)CCCN1C(=O)COc2ccc(C)cc21	-5%	33%	4	27%	-12%	-15%	-25%	5%	-8%[59 µM]
CC(C)(C)c1ccc(S(=O)(=O)N2CCc3nc4ccccc4c(C(=O)O)c3C2)cc1	1%	-12%	-4	36%	-13%	-13%	0%	-8%	?
Cc1ccc(C(=O)NNC(=O)c2ccc(-n3cncn3)c([N+](=O)[O-])c2)cc1	1%	-18%	-3	28%	4%	-2%	23%	13%	-27%
CCCC(=O)c1c(NC)cc(C)oc1=O	-30%	20%	8	40%	-1%	10%	0%	5%	-14%[59 µM]
CCOC(=O)/C(C#N)=C(/C)c1ccc(OC)cc1	-9%	-4%	2	32%[activator]	15%	10%	0%	-3%	?
CCN1CCN(c2ccc(S(=O)(=O)N3CCOCC3)cc2NC(=O)C2CCC(C(C)(C)C)CC2)CC1 (stereo not drawn)	.	-5%	0	31%	6%	-28%	?	1%	.
Cc1cccc(NC(=S)N2CCCC(c3nc4ccccc4[nH]3)C2)c1 (stereo not drawn)	-11%	-1%	0	31%	5%	-16%	-24%	0%	15%[59 µM]
COc1cccc(/C=N/n2c(SC)nnc2-c2ccccc2)c1OC	4%	-9%	2	19%	2%	1%	19%	2%	?
Cc1ccc(CNC(=O)Cn2c(=O)n(-c3cccc(Cl)c3)c(=O)c3sc4ccccc4c32)cc1	-15%	6%	4	14%	-1%	-19%	-19%	-7%	-1%[59 µM]
COCCCn1c(C)cc(C(=O)COC(=O)C23CC4CC(CC(O)(C4)C2)C3)c1C	12%	-21%	-2	8%	-4%	-18%	-7%	-1%	1%
Cc1cc(C(=O)NNC(=O)Cc2ccc(Cl)c(Cl)c2)c(C)o1	6%	-27%	2	35%	-4%	-1%	-3%	-8%	?
COC(=O)CN1C(=O)[C@H]2[C@@H](/C=C/c3ccccc3)N3C(=O)CN(Cc4ccc(-c5ccccc5)cc4)C(=O)[C@@]3(C)[C@H]2C1=O	.	-9%	-1	21%	-1%	-29%	6%	13%	.
CCN(CC)CCNC(=O)c1cn(CC)c2ccc(S(=O)(=O)N3CCOCC3)cc2c1=O	17%	15%&-4%	3&-3	10%[57 µM]	20%&7%	-6%&-6%	11%&0%	8%&-8%	5%
Cc1cc(C)c(C)c(S(=O)(=O)N2CCN(CC(=O)NC(=O)NCc3ccccc3)CC2)c1C	-8%	-16%	-7	26%	1%	-18%	152%[activator]	0%	-20%
c1ccc(-n2cnc3cc(NCc4ccncc4)ccc32)cc1	?	-19%	3	11%	1%	56µM*	12%	-1%	?
CCOC(=O)NNC(=O)NCCCCCCNC(=O)NNC(=O)OCC	0%	2%	2	42%[activator]	3%	-16%	0%	5%	.
Cc1ccc(NCc2cccnc2)c(Br)c1	79µM*	9%	2	?	?	3.2µM*	?	6%	14µM*
CCCn1c(=O)sc2cc(NC(=O)c3ccccc3Cl)ccc21	0%	1%	-3	19%	1%	-5%	-13%	4%	10%[59 µM]
O=C(CSc1nc2ccccc2s1)NCc1ccc2c(c1)OCO2	2%	-4%	0	18%	8%	-10%	-17%	-3%	?
CC(=O)NC(CC(=O)NCC(=O)Nc1ccc(F)c(F)c1)c1ccccc1 (stereo not drawn)	4%	-11%	5	36%	-4%	-3%	-15%	7%	-16%
CCCCc1nc2ccccc2[nH]1	5%	7%	4	7%	1%	-9%	10%	6%	8%
CCOC(=O)CSc1ccc2nnc(-c3ccccc3)n2n1	0%	-6%	3	27%	1%	-13%	-17%	0%	-10%
CCOc1ccc(NC(=O)CCc2c(C)noc2C)cc1OC	-4%	8%	5	30%	1%	-16%	21%	1%	37%[2.33 µM]
Cc1c(C(=O)NCCN(C)C)oc2ccc(S(=O)(=O)N3CCCC3)cc12	5%	-17%	1	23%	-2%	?	1%	6%	?
C[C@H](NC(=O)c1nc[nH]c1C(=O)NCCCCCNC(=O)OC(C)(C)C)C(=O)OCc1ccccc1	-5%	6%	-3	58%[activator]	-2%	-22%	4%	-1%	7%[12.7 µM]
Later entries:
SMILES	BAZ2B block	RGS4 inhibitor	PI4K2A block	HP1b chromo inh	GLS inhibitor	JMJD2A Tudor inh	12-LOX inh	ERG Ets-DNA blk	G9a inh
Cc1ccc(S(=O)(=O)N2CCN(C(=O)COC(=O)CCc3ccccc3)CC2)c(C)c1	-4%	-7%	-1	37%[activator]	-6%	-8%	412%[activator]	4%	-3%[12.7 µM]
Cc1ccc(-n2ccnc2SCC(=O)O)cc1C	-14%	11%[11.4 µM]	1	24%	0%	-15%[11.4 µM]	15%	2%	-8%
Cc1cc(C(F)F)n2ncc(C(=O)O)c2n1	-2%	-14%	-1	33%	8%	-16%	-15%	.	-34%[0.0925 µM]
CCOC(=O)c1c(C)[nH]c(C)c1S(=O)(=O)NCC1CCN(Cc2cccc(F)c2)CC1	-15%	6%	10	4%[57 µM]	13%	-24%	0%	-20%	.
O=C(Nc1ccc2ncccc2c1)c1ccccc1	-31%	-44%[56.9 µM]	7	-30%	-13%	22µM*	?	-4%	.
Cc1ccc(-n2ncc3c(=O)n(CC#N)cnc32)cc1C	7%	3%	9	9%	-7%	-3%	i	-1%	0%
